Gal4-VP16 FLuc – Gal4-VP16 reporter inhibition counter-screen; Drosophila S2 Gal4-VP16 UAS-luciferase, luminescence, 20 h; Potency, µM (titrated, usually from 53.6 µM), for inactives: top-dose activity, negative = inhibition, most hits filed as inhibitors; 3.5% of 310,000 active; AID 2546;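 further: Gal4-VP16 expression switched on by copper sulfate through the metallothionein promoter; potency means the concentration at half of the fitted maximal effect; on the % scale 0 is the no-effect control and ±100 the full control effect; nearly all actives have a fitted effect of over 50% in size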
NPC1 promoter act – NPC1 promoter activation; 2.4% of 320,000 active; Potency, µM (doses to about 9.22 µM), for the others: top-dose activation, actives largely listed as activators; Huh7 NPC1 promoter luciferase reporter, 24 h; AID 485313;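 further: potency means the concentration at half of the fitted maximal effect; % of control where 0% means no effect; nearly all actives have a fitted effect of over 60% in size; reporter is driven by a mutant NPC1 promoter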
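Huh7 cells stably carrying NPC1 promoter–luciferase, plated in Opti-MEM with 10% FBS for 2 h, were exposed to compound in DMSO for 24 h at 37 °C; luciferase reagent was added for 10 min and luminescence read.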
KCNH2 3.1 inh – blocks the human KCNH2 3.1 channel isoform | U2OS KCNH2 3.1, thallium flux FluxOr; hits give low values | activity change, % (tested at about 1.8 µM) | 0.95% of 340,000 active | AID 720553;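 active means maximum activity change below -70%; inconclusive means maximum activity change from -70% to -50%; inactive means maximum activity change above -50%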;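 further: thallium influx rate constant from kinetic fluorescence after stimulation buffer; on the % scale 0 is the no-effect control and ±100 the full control effect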
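Thallium flux via FluxOr fluorescence (Red40 quencher, 45 min loading) in U2OS cells virally expressing the KCNH2 3.1 isoform (1.77 x 10^8 /mL virus, overnight at 37 C). Rate constants from 2-min kinetic reads post-stimulation, normalised to positive and negative controls.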
RORgamma inh – blocks mouse ROR gamma transcriptional activity; P51450; Drosophila S2 Gal4-RORgamma UAS-luciferase reporter, 20 h; Potency, µM (highest dose often 53.6 µM), for the others: at the top dose activity change, negative = inhibition, hits mostly inhibitors; 5.4% of 310,000 active; further: potency means the concentration at half of the fitted maximal effect; on the % scale 0 is the no-effect control and ±100 the full control effect; nearly all actives have a fitted effect of over 60% in size
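Schneider cells (Drosophila), stable Gal4 DBD–ROR gamma + UAS-luc; 1 hr cmpd preincubation; Cu2+ induction 700 uM final; 20 hr ambient; luminescence.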
Coupling enz – inhibits coupling enzyme system, counter-screen for aldolase hits; coupling enzyme system counterscreen, AmpLite Red fluorescence; activity change, negative = inhibition, % at 58.2 µM, hits read low; 0.67% of 290,000 active; in the data active means activity change below about -30%; further: on the % scale 0 is the no-effect control and ±100 the full control effect
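Activity here indicates interference with the coupling reaction, not aldolase inhibition. Compounds at 57.5 uM final met coupling enzymes for 10 min at RT; substrate and AmpLite Red detection followed, with a 525/598 nm fluorescence read after 20 min.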
Giardia kill – kills Giardia lamblia; Giardia lamblia trophozoite viability; activity change, % at 7.66 µM, hits read low; 0.15% of 340,000 active; AID 540267; in the data active means activity change below about -80%; inconclusive means between about -30% and that limit;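 further: parasites exposed to compound for two days anaerobically before the ATP read; on the % scale 0 is the no-effect control and ±100 the full control effect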
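Killing of trophozoites was scored by loss of ATP luminescence after a 48 hrs anaerobic exposure to compounds at 37 deg C, using 100 cells per well.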
ELG1 genotox – genotoxicity induction in ELG1-luciferase HEK293T cells; HEK293T ELG1-luciferase reporter, luminescence, 16 h; Potency, µM (doses to about 46 µM), for the others: top-dose activity change, positive = activation, most hits filed as activators; 1.3% of 330,000 active; AID 504466; further: potency means the concentration at half of the fitted maximal effect; % of control where 0% means no effect; nearly all actives have a fitted effect of over 60% in size
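Cells (2,000/well) expressing the ELG1-luciferase fusion are dosed by pin tool and kept 16 hr at 37 °C, 5% CO2. Signal comes from ONE-Glo luciferase reagent after 30 min at room temperature.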
Rab9 prom act – activators of Rab9 promoter; Potency, µM (series often up to 9.22 µM), for the others: at the top dose activation, negative = inhibition, usual class: activators; Huh7 Rab9 promoter-luciferase reporter, luminescence, 24 h; 2.8% of 320,000 active; further: potency means the concentration at half of the fitted maximal effect; % of control where 0% means no effect; nearly all actives have a fitted effect of over 60% in size
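Luciferase signal after 10 min detection reagent at ambient indicates Rab9 promoter upregulation; stably transfected Huh7 cells were treated 24 h with compound in DMSO at 37 °C, 5% CO2.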
Tb PFK inh – T. brucei PFK enzyme inhibition | AID 485367 | Potency, µM (top dose mostly 57.5 µM), inactives show at the highest dose activity, negative = inhibition, most hits filed as inhibitors | O15648 | T. brucei PFK, ADP-Glo luminescence | 0.17% of 330,000 active;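 further: potency means the concentration at half of the fitted maximal effect; 0% = uninhibited 1x PFK enzyme wells and -100% = no-enzyme wells; nearly all actives have a fitted effect of over 60% in size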
Target sequence (O15648 whole entry, looked up): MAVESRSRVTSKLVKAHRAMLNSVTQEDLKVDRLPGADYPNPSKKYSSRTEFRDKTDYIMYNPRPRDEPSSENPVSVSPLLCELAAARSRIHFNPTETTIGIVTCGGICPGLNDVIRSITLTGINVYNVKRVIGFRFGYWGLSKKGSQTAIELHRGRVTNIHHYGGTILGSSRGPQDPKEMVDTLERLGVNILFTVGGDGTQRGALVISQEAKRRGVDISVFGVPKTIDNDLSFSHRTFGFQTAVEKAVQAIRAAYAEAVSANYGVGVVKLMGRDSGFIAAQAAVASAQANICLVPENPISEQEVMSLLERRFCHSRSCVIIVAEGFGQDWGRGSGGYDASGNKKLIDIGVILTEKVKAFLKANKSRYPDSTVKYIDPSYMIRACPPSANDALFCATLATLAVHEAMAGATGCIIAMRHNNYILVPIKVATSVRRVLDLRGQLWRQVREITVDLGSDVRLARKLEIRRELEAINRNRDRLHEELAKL
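Compounds were pin-transferred as a titration series up to 57 uM into substrate buffer (0.5 mM F6P, 0.1 mM ATP, pH 8.0), then 1.25 nM PFK was added and reactions ran 45 min before ADP-Glo detection.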
uPA surface inh – cell surface uPA generation inhibition. cell surface uPA generation assay, qHTS. 0.31% of 330,000 active. Potency, µM (doses to about 38.3 µM), for the others: at the highest dose activity change, negative = inhibition, hits mostly inhibitors; active means well fitted inhibition curve with a large enough effect; inconclusive means small, poorly fitted or top-dose-only effect; inactive means no such curve, though single readings can be large or run the other way; tested in mouse RAW 264.7 cells; further: potency means the concentration at half of the fitted maximal effect; on the % scale 0 is the no-effect control and ±100 the full control effect; nearly all actives have a fitted effect of over 55% in size
FLuc counter – inhibits or activates purified firefly luciferase, miR-21 counter-screen | P08659 | purified FLuc, Km substrates, luminescence inhibition | Potency, µM (doses to about 57.5 µM), for inactives: at the highest dose activity change, negative = inhibition, hits mostly inhibitors | 6.9% of 360,000 active | AID 588342;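 further: potency means the concentration at half of the fitted maximal effect; plate controls were vehicle for no effect and reference inhibitor for full effect; nearly all actives have a fitted effect of over 55% in size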
Target sequence (P08659 whole entry, looked up): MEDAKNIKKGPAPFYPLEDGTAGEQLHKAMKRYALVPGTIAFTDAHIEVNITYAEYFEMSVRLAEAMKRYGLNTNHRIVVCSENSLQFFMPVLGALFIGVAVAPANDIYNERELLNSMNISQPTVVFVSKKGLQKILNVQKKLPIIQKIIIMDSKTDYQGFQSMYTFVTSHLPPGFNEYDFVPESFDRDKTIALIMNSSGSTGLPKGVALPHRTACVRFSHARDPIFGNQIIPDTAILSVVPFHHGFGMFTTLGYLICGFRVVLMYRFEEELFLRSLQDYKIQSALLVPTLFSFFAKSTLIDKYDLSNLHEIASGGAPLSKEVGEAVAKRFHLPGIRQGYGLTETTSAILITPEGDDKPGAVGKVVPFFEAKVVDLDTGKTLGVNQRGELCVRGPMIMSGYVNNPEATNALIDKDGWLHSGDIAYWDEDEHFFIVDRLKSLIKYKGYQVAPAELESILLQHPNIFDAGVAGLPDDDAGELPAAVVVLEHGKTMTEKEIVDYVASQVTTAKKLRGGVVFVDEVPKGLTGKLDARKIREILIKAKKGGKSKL
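Purified P. pyralis luciferase (10nM final) with 10uM D-luciferin and 10uM ATP (Km levels) in 50mM Tris acetate pH 7.5, 10mM Mg acetate, 0.01% Tween-20, 0.05% BSA; qHTS 6-point titration, ~60 µM downward; luminescence read.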
The depositor's hits bear a star; [ ] = another dose, or the depositor's remark. Unless noted, the call rests on the fitted dose curve; in most records, active means well fitted curve in the direction sought with a large enough effect; inconclusive means small, poorly fitted or top-dose-only effect, or another doubt; inactive means no such curve, though single readings can be large; an effect the other way counts as inactive or inconclusive.

Results for Cc1nccn1CC(O)COc1ccccc1 (stereo not given) ?
Gal4-VP16 FLuc: 2%; NPC1 promoter act: 1%; KCNH2 3.1 inh: 0; RORgamma inh: inconclusive; Coupling enz: 3; Giardia kill: -4; ELG1 genotox: 1%; Rab9 prom act: -3%; Tb PFK inh: -7%; uPA surface inh: 1%; FLuc counter: 0%

How did Cc1cc(=O)oc2cc(OCC(=O)Nc3ccc(CN4CCOCC4)cc3)c(Cl)cc12 do in these assays?
Gal4-VP16 FLuc: -8%; NPC1 promoter act: -2%; KCNH2 3.1 inh: -2; RORgamma inh: -19%; Coupling enz: 0; Giardia kill: 51[activator]; ELG1 genotox: 3%[9.26 µM]; Rab9 prom act: -2%; Tb PFK inh: 0%; uPA surface inh: -10%; FLuc counter: 0%

How did CC1=C(C(=O)OCc2ccccc2)C(c2cccnc2)n2ncnc2N1 (stereo not given) do in these assays?
Gal4-VP16 FLuc: -2%; NPC1 promoter act: 2%; KCNH2 3.1 inh: 8; RORgamma inh: 12%; Coupling enz: -12; Giardia kill: -10; ELG1 genotox: -3%; Rab9 prom act: 1%; Tb PFK inh: 0%; uPA surface inh: 6%; FLuc counter: -1%

What do the screens show for `Nc1nc(NCCc2ccccc2)nc(NCc2ccccc2)c1[N+](=O)[O-]`?
Gal4-VP16 FLuc: 3%; NPC1 promoter act: -1%; KCNH2 3.1 inh: -23; RORgamma inh: 39%; Coupling enz: -3; Giardia kill: 3; ELG1 genotox: 5%; Rab9 prom act: 1%; Tb PFK inh: 1%; uPA surface inh: 13%; FLuc counter: -2%

What do the screens show for `O=S(=O)(c1ccc(N2CCOCC2)nc1)N(Cc1ccccn1)Cc1ccccn1`?
Gal4-VP16 FLuc: 3%; NPC1 promoter act: -2%; KCNH2 3.1 inh: -3; RORgamma inh: -12%; Coupling enz: 5; Giardia kill: 3; ELG1 genotox: -2%; Rab9 prom act: -6%; Tb PFK inh: 0%; uPA surface inh: -1%; FLuc counter: -1%

How did O=C(Nc1nc(-c2ccccn2)cs1)c1ccc(Br)s1 do in these assays?
Gal4-VP16 FLuc: 1.3µM*; NPC1 promoter act: -3%; KCNH2 3.1 inh: 4; RORgamma inh: 1.3µM*; Coupling enz: -8; Giardia kill: -2; ELG1 genotox: inconclusive; Rab9 prom act: -3%; Tb PFK inh: 2%; FLuc counter: 19µM*

How did CS(=O)(=O)c1ccc(-c2cccc(NC(=O)c3ccc(Br)o3)c2)nn1 do in these assays?
NPC1 promoter act: 2%; KCNH2 3.1 inh: 9; Giardia kill: -11; ELG1 genotox: -2%; Rab9 prom act: 1%; Tb PFK inh: 6%; uPA surface inh: 1%; FLuc counter: 4%

Results for CCC1CCCCN1C(=O)CCNS(=O)(=O)c1ccc2c(c1)oc(=O)n2C (stereo not given) ?
Gal4-VP16 FLuc: -12%; NPC1 promoter act: -2%; KCNH2 3.1 inh: 13; RORgamma inh: 5%; Giardia kill: 9; ELG1 genotox: 1%; Rab9 prom act: -3%; Tb PFK inh: -1%; uPA surface inh: 1%; FLuc counter: 4%

Results for CCCCc1ccc(NC(=O)N2CCN(c3cc(C)nc4ccccc34)CC2)c(C)c1 ?
Gal4-VP16 FLuc: -8%; NPC1 promoter act: -4%; KCNH2 3.1 inh: -94*; RORgamma inh: inconclusive; Coupling enz: 5; Giardia kill: -12; ELG1 genotox: -10%; Rab9 prom act: -3%; Tb PFK inh: 4%; uPA surface inh: -12%; FLuc counter: 2%

How did COc1ccc([N+](=O)[O-])cc1NC(=O)C1(c2ccccc2)CCOCC1 do in these assays?
Gal4-VP16 FLuc: 22%; NPC1 promoter act: -11%; KCNH2 3.1 inh: 3; RORgamma inh: 12%; Coupling enz: 3; Giardia kill: 13; ELG1 genotox: -3%; Rab9 prom act: 0%; Tb PFK inh: 3%; uPA surface inh: 1%; FLuc counter: 1%

What do the screens show for `NC(=O)c1ccc(NC(=O)CNC(c2ccccc2)c2ccccc2)cc1`?
Gal4-VP16 FLuc: 6%; NPC1 promoter act: -1%; KCNH2 3.1 inh: -5; RORgamma inh: -6%; Coupling enz: 1; Giardia kill: 4; ELG1 genotox: -1%; Rab9 prom act: -3%; Tb PFK inh: -3%; uPA surface inh: 9%; FLuc counter: 4%

Results for Cc1ccc(CNC(=O)Cc2noc3ccccc23)cc1 ?
Gal4-VP16 FLuc: -1%; NPC1 promoter act: 0.89µM*; KCNH2 3.1 inh: 6; RORgamma inh: -10%; Coupling enz: 3; Giardia kill: 2; ELG1 genotox: inconclusive; Rab9 prom act: 1.8µM*; Tb PFK inh: 7%; uPA surface inh: 2%; FLuc counter: 6.7µM*

How did CCCNC(=O)C(Cc1ccccc1)NC(=O)Cc1ccccc1 (stereo not given) do in these assays?
NPC1 promoter act: -2%; KCNH2 3.1 inh: 0; Giardia kill: 15; ELG1 genotox: 3%; Rab9 prom act: -7%; Tb PFK inh: -1%; uPA surface inh: 2%; FLuc counter: 3%

How did CCOC(=O)N1CCC(n2c(=S)[nH]c3cc(OC)c(OC)cc3c2=O)CC1 do in these assays?
Gal4-VP16 FLuc: 11µM*; NPC1 promoter act: -6%; KCNH2 3.1 inh: -3; RORgamma inh: inconclusive; Coupling enz: 9; Giardia kill: -3; ELG1 genotox: -3%; Rab9 prom act: -9%; Tb PFK inh: -1%; FLuc counter: 5%

Results for COc1ccc(OC)c(S(=O)(=O)N2CCNCC2)c1 ?
Gal4-VP16 FLuc: 0%; NPC1 promoter act: 0%; KCNH2 3.1 inh: 34; RORgamma inh: 7%; Coupling enz: 1; Giardia kill: 12; ELG1 genotox: -2%; Rab9 prom act: -3%; Tb PFK inh: 4%; uPA surface inh: -5%; FLuc counter: -2%

Results for Cc1csc(NC(=O)C2CC(=O)N(c3ccc4c(c3)OCCO4)C2)n1 (stereo not given) ?
NPC1 promoter act: 0%; KCNH2 3.1 inh: 4; Giardia kill: 1; ELG1 genotox: -1%; Rab9 prom act: -1%; Tb PFK inh: 4%; uPA surface inh: 10%; FLuc counter: -2%

Results for CC1(C)C2CCC1(C)C(OC(=O)CSc1nc(N)cc(=O)[nH]1)C2 (stereo not given) ?
Gal4-VP16 FLuc: 9%; NPC1 promoter act: 4%; KCNH2 3.1 inh: 14; RORgamma inh: -3%; Coupling enz: 0; Giardia kill: -1; ELG1 genotox: 4%; Rab9 prom act: 9%; Tb PFK inh: 1%; uPA surface inh: 14%; FLuc counter: -10%

What do the screens show for `CCOc1ncccc1C(=O)Nc1cc(S(=O)(=O)N2CCCCC2)ccc1C`?
NPC1 promoter act: -4%; KCNH2 3.1 inh: -10; Giardia kill: -18; ELG1 genotox: -3%; Rab9 prom act: 0%; Tb PFK inh: 4%; uPA surface inh: -26%; FLuc counter: 1%

What do the screens show for `CN1Cc2c(N3CCOCC3)nc3sc(C(=O)c4ccccc4)c(N)c3c2CC1(C)C`?
Gal4-VP16 FLuc: -11%; NPC1 promoter act: 1%; KCNH2 3.1 inh: -12; RORgamma inh: -38%; Coupling enz: -9; Giardia kill: -12; ELG1 genotox: -6%; Rab9 prom act: -8%; Tb PFK inh: 4%; uPA surface inh: 3%; FLuc counter: 7%

What do the screens show for `O=C1C=CC(=O)N1CCCCCCN1C(=O)C=CC1=O`?
Gal4-VP16 FLuc: 0.89µM*; NPC1 promoter act: -27%; KCNH2 3.1 inh: -9; RORgamma inh: 3.2µM*; Coupling enz: 6; Giardia kill: -18; ELG1 genotox: -18%; Rab9 prom act: -32%[inhibitor]; Tb PFK inh: inconclusive; uPA surface inh: -14%; FLuc counter: inconclusive

Pulled by compound from the entries so far (2):
Results for Cc1nccn1CC(O)COc1ccccc1 (stereo not given) ?
Gal4-VP16 FLuc: 2%; NPC1 promoter act: 1%; KCNH2 3.1 inh: 0; RORgamma inh: inconclusive; Coupling enz: 3; Giardia kill: -4; ELG1 genotox: 1%; Rab9 prom act: -3%; Tb PFK inh: -7%; uPA surface inh: 1%; FLuc counter: 0%

What do the screens show for `CCOc1ncccc1C(=O)Nc1cc(S(=O)(=O)N2CCCCC2)ccc1C`?
NPC1 promoter act: -4%; KCNH2 3.1 inh: -10; Giardia kill: -18; ELG1 genotox: -3%; Rab9 prom act: 0%; Tb PFK inh: 4%; uPA surface inh: -26%; FLuc counter: 1%
